Bioassay records deposited in PubChem BioAssay by The Scripps Research Institute Molecular Screening Center.
PLC-beta3 inh = inhibitors of human phospholipase C beta3 | Q01970 | inhibition, % at 12.2 µM | 0.18% of 370,000 active | Purified PLC-beta3, fluorogenic substrate, fluorescence | AID 720704; in the data active means inhibition above about 11%;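 further: 0% = median of compound wells on plate and 100% = full blocker control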
PLC-gamma1 inh = inhibitors of human phospholipase C gamma1; P19174; 0.84% of 370,000 active; AID 720700; purified PLC-gamma1, fluorogenic substrate, fluorescence; inhibition, % at 12.2 µM; in the data active means inhibition above about 9.5%
SIAE primary = inhibitors of human sialic acid acetylesterase SIAE. Q9HAT2. SIAE FP-Rh probe binding, fluorescence polarization. inhibition, % at 9.66 µM. 0.69% of 370,000 active. AID 1053197;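 active means inhibition above a cutoff: mean of compounds within the control limits plus 3 SD of those, cut at about 17% in these data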;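 further: 0% = plate median of compound wells and 100% = probe without SIAE protein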
Target sequence (Q9HAT2 whole entry, looked up): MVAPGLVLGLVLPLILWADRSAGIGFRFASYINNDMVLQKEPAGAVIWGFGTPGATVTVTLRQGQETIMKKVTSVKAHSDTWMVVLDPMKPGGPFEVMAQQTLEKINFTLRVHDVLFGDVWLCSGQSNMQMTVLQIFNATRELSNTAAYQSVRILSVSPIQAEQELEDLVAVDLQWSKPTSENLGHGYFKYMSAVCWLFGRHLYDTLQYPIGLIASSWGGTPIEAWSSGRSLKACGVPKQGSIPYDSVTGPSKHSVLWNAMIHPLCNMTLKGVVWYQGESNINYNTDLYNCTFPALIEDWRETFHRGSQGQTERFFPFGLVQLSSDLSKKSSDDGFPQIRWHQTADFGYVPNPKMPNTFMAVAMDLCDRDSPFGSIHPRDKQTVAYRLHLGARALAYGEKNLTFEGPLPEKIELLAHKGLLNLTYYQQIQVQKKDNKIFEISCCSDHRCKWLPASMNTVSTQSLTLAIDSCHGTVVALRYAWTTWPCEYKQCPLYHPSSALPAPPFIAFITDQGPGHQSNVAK
DDE Tn7 FP inh = disrupts Tn7 cyclic peptide binding to fibrin D-Dimer-E complex; FP displacement of FITC-Tn7 peptide from fibrin DD(E); 0% = median of compound wells per plate; AID 720508; P02675; inhibition, % at 8.3 µM; 0.13% of 370,000 active;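 active means inhibition above the mean of compounds falling within the control limits plus 3 SD of them, cut at about 14% in these data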;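 further: 0% = plate median of compound wells and 100% = 10 µM Aha-Tn7 peptide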
Target sequence (P02675 whole entry, looked up): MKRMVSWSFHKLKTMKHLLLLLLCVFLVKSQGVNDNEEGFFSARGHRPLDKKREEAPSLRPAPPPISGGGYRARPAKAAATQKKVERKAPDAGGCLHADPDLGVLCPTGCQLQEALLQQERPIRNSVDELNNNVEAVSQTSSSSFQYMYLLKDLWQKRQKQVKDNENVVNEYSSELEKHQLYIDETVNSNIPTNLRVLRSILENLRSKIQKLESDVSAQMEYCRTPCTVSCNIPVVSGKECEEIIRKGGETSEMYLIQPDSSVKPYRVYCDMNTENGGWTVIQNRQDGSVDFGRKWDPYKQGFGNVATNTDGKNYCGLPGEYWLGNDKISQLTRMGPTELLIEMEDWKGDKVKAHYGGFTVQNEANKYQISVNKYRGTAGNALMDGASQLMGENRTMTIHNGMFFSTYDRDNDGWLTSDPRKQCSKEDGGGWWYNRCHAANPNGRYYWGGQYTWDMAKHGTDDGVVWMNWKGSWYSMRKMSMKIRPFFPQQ
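assay system = human clot-derived fibrin DD(E) complex | quantity = Fibrin-DD(E) at 2 µM final | timing = 10 min preincubation, 3 h with tracer, room temperature | signal = fluorescence polarization | measure = percent inhibition | benchmarks = high control wells with 10 µM unlabelled Aha-Tn7 peptide (full inhibition) | replicates = singlicate testing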
ARFGAP1 inh = inhibitors of rat ARFGAP1; 0.26% of 360,000 active; Arfgap1-stimulated ARF1 GTP hydrolysis, GDP FP detection; Q62848; inhibition, % at 16.5 µM;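 active means inhibition above a per-plate limit, mean inhibition of low control wells plus 3 SD, cut at about 25% in these data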;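 further: 0% = DMSO wells with enzyme and 100% = wells lacking Arfgap1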
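Material: rat Arfgap1 catalytic domain, aa 1-136; also added: human ARF1(Δ1-17)-GTP substrate; compound dosing: one concentration, 16.5 µM, DMSO 1.26%; incubation: GTP hydrolysis reaction 2 h at 25 °C; measured by: Tracer-displacement fluorescence polarization with EDTA stop, 620/688 nm; evaluation: % inhibition from polarization; repeats: one replicate per compound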
TDP2 absorb = TDP2 (human) inhibition, absorbance primary screen; inhibition, % at 12.8 µM; recombinant TDP2, T5PNP hydrolysis, p-nitrophenol absorbance 415 nm; 0.34% of 370,000 active; O95551;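 active means inhibition above the mean of all tested compounds plus 3 SD, set per campaign, cut at about 25% in these data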;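 further: 0% = DMSO with enzyme and 100% = buffer with substrate but no TDP2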
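Material: recombinant human TDP2; quantity: TDP2 enzyme at 120 nM final; medium: Tris-HCl pH 7.5 with MgCl2; compound: single concentration, 12.8 µM nominal, with 1% DMSO; incubation: 2 h enzyme incubation at 37 °C; signal: epi absorbance; measure: percent inhibition; benchmarks: high control without enzyme, low control DMSO plus TDP2; repeats: singlicate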
DDE Tn6 FP inh = inhibitors of Tn6 peptide binding to human fibrin DD(E); AID 720509; Fibrin DD(E) TRITC-Tn6 fluorescence polarization displacement; 0.21% of 370,000 active; inhibition, % at 8.3 µM; P02675;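 active means inhibition above a per-campaign cutoff: mean of compounds within control limits plus 3 SD, cut at about 15% in these data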;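 further: 0% = median of all compound wells on the plate and 100% = blocking peptide control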
ADAM10 inh = ADAM10 inhibition, QFRET primary screen. O14672. recombinant ADAM10, EDANS/DABCYL FRET peptide cleavage, 3 h. inhibition, % at 7 µM. 0.62% of 370,000 active;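 active means inhibition above a per-campaign cutoff equal to the mean of compounds falling between control-based bounds plus 3 SD, cut at about 20% in these data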;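 further: 0% = DMSO wells while the 100% control is not disclosed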
ADAM17 inh = inhibitors of human ADAM17. P78536. recombinant ADAM17, EDANS/DABCYL FRET peptide cleavage. inhibition, % at 6.95 µM. 0.83% of 370,000 active;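 active means inhibition above the mean of compounds lying between control limits plus 3 SD, set per campaign, cut at about 8.5% in these data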;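 further: 0% = DMSO-only wells as the low control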
ASAP1 inh = inhibitors of human ASAP1 ArfGAP activity; Q9ULH1; ASAP1-stimulated ARF1 GTP hydrolysis, GDP FP detection; inhibition, % at 16.5 µM; 0.19% of 360,000 active; in the data active means inhibition above about 25%;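 further: 0% = vehicle with enzyme and substrate and 100% = no enzyme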
The depositor's hits bear a star; i = inactive; x = not tested or not shown.

SMILES	PLC-beta3 inh	PLC-gamma1 inh	SIAE primary	DDE Tn7 FP inh	ARFGAP1 inh	TDP2 absorb	DDE Tn6 FP inh	ADAM10 inh	ADAM17 inh	ASAP1 inh
CC(C)(C)n1nnnc1C(c1cccs1)N(Cc1ccccc1)Cc1cccnc1 (stereo not given)	3	3	4	-4	-9	6	1	-2	-1	0
CCOc1ccc(NC(=O)CCN2CCN(S(=O)(=O)c3cc(Cl)ccc3OC)CC2)cc1	1	-2	0	8	2	0	1	0	-3	-2
Cn1c(=O)c2c(nc(NCCCN3CCOCC3)n2Cc2cccc(Cl)c2)n(C)c1=O	-1	8	4	-2	-5	4	3	-2	-1	3
O=C1COc2ccc3ccccc3c2CN1	4	5	-7	-3	2	-3	-4	6	-1	-5
CC1(C)CC(NC(=O)c2ccc(Br)o2)CC(C)(C)N1	-2	0	2	0	0	-7	-4	0	-3	0
CCCN(CCC)S(=O)(=O)c1ccc(NS(=O)(=O)c2ccc(F)cc2)cc1	-1	6	1	-3	5	-17	1	3	7	7
Cc1c(C(=O)N2CCN(C)CC2)oc2ccc(Br)cc12	1	2	0	-6	-5	-5	1	4	1	-1
COC(=O)CSc1nc2sc3c(c2c(=O)n1-c1ccccc1)CCN(C)C3	-189	-172	4	-1	5	2	6	-224	-63	2
Cc1c(Cl)cccc1NC(=S)N1CCN(S(=O)(=O)c2cccs2)CC1	-12	3	-1	5	21	-5	-6	0	-4	3
CCOc1ccccc1CNS(=O)(=O)c1ccc2[nH]c(=O)sc2c1	6	1	0	4	0	-2	2	8	1	14
CSc1nnc(N2C(=O)C(O)=C(C(=O)c3ccc(C)o3)C2c2ccc(C)cc2)s1 (stereo not given)	-114	-67	-7	5	-11	0	2	-19	-5	6
CCOC(=O)c1c(-c2ccc(C)cc2)csc1/N=C(\C)C1=C(O)c2ccccc2C1=O	-15	-5	7	-2	7	5	-2	1	-1	-8
CC(C)(C)OC(=O)NCc1cc(F)ccc1/C=C/S(=O)(=O)NCc1ccccc1	1	-3	1	3	x	-1	6	1	0	x
CCOC(=O)CNC(=O)CSc1nccn1Cc1ccco1	-5	-1	6	2	-2	2	-3	1	-5	-8
Nc1nnn(CC(=O)N/N=C/c2cccc(Cl)c2)n1	-3	0	1	2	-8	1	-3	-3	-1	-18
CCn1cc(C(=O)N2CCOCC2)c(=O)c2cc(S(=O)(=O)N(C)C3CCCCC3)ccc21	1	3	11	-10	7	1	-3	-10	0	3
Cc1ccc(N(C(=O)CNC(=O)c2ccco2)C(C(=O)NC2CCCCC2)c2ccncc2)c(C)c1 (stereo not given)	-5	2	5	1	14	-8	-3	-4	-3	-7
COC(=O)NC1(C(F)(F)F)NC(=O)N(C2CCCCC2)C1=O (stereo not given)	14*	6	-4	8	5	-11	-2	9	3	2
CC(C)c1ccc(CC(=O)N2CCC2(C)C(=O)Nc2cnc3ccccc3c2)cc1 (stereo not given)	1	0	-4	2	2	3	-6	-3	-2	-6
COCCSc1ccccc1C(=O)Nc1ccc2c(c1)OCCO2	-1	0	-1	-4	2	-3	-1	2	-2	-11
CCN(CC)C(=O)CCSc1nnc(-c2ccco2)o1	-6	0	14	2	-9	10	-4	4	-3	2
Cc1nc(NC(=O)/C=C/c2ccccc2)sc1C(=O)N1CCCCC1	-63	-43	-13	-2	5	7	-3	2	-5	-6
CCc1cccc(CC)c1-n1c(-c2cccnc2)n[nH]c1=S	-5	-2	5	-5	-6	13	3	-3	-2	-3
Cc1ccc2cc(CCNC(=O)c3ccc(S(=O)(=O)N4CCCCC4)cc3)c(=O)[nH]c2c1	0	1	-2	-5	8	2	7	3	1	-8
CCOC(=O)c1cc(-c2ccc(C)cc2)n(CCC(=O)NCCN(C)C)c1C	3	6	4	-8	9	-4	-4	2	-106	-14
COc1ccc(S(=O)(=O)N2CCC3(CC2)CC(=O)c2ccccc2O3)cc1	-5	1	-3	-5	-6	-4	1	-14	-7	-9
COn1c(C)c(C)c2c3nonc3ccc21	-165	-116	-7	-5	5	8	-8	-18	-9	-9
CC(=O)Nc1ccc2c(c1)OCCOCCOc1cc(NC(C)=O)ccc1OCCO2	-4	1	3	1	3	-7	5	1	0	-7
N#CCOC(=O)c1sccc1-n1cccc1	1	0	-6	-5	1	-6	5	6	-1	-7
CC(OC(=O)CCCC(=O)Nc1ccc(F)cc1)C(=O)c1ccccc1 (stereo not given)	-10	0	-6	4	-4	-5	0	5	0	-19
CCOC(=O)c1c(-c2ccc(C)cc2)csc1NC1=NS(=O)(=O)c2ccccc21	-3	-1	7	0	4	4	5	6	-2	3
CNc1nc(C)c(C(=O)OCc2ccccc2)s1	0	1	-4	-2	-4	10	4	4	1	3
COc1ccc(Cl)cc1NC(=O)N(C)Cc1c(C)nn(C)c1C	4	0	-2	7	0	5	3	0	-4	-4
OC(c1cccc(Cl)c1)c1nc(-c2ccoc2)cs1 (stereo not given)	-21	-3	-8	3	7	6	-12	-19	-4	2
NS(=O)(=O)c1ccc(CNC(=O)C23CC4CC(CC(C4)C2)C3)cc1	4	3	4	-8	-3	4	-2	-1	-6	21
O=C(Nc1cccc(Cl)c1)C1CC1c1ccccc1 (stereo not given)	-7	-1	-5	3	3	6	-6	-1	-3	-19
O=S(=O)(Nc1ccc(Cl)cc1)c1ccc2c(c1)CCO2	-1	8	-5	6	-2	-23	7	9	7	-2
CSc1nc(Cl)c(Br)c(Nc2c[nH]c(=O)[nH]c2=O)n1	0	1	-9	4	-1	-2	-2	-19	-2	1
COc1ccc(OC)c(NC(=O)Nc2ccc3c(c2)CCC3)c1	-9	5	4	1	0	3	-4	15	-1	16
C=CCOc1ccccc1CN1CCC(Oc2cc(C(=O)NC3CC3)ccc2OC)CC1	-8	0	6	-6	2	14	0	-4	-5	-6

Some entries already given, showing only ARFGAP1 inh, TDP2 absorb and ADAM10 inh.
smiles,ARFGAP1 inh,TDP2 absorb,ADAM10 inh
Cc1ccc(N(C(=O)CNC(=O)c2ccco2)C(C(=O)NC2CCCCC2)c2ccncc2)c(C)c1 (stereo not given),14,-8,-4
COC(=O)NC1(C(F)(F)F)NC(=O)N(C2CCCCC2)C1=O (stereo not given),5,-11,9
CC(C)c1ccc(CC(=O)N2CCC2(C)C(=O)Nc2cnc3ccccc3c2)cc1 (stereo not given),2,3,-3
COCCSc1ccccc1C(=O)Nc1ccc2c(c1)OCCO2,2,-3,2

Continued:
SMILES	PLC-beta3 inh	PLC-gamma1 inh	SIAE primary	DDE Tn7 FP inh	ARFGAP1 inh	TDP2 absorb	DDE Tn6 FP inh	ADAM10 inh	ADAM17 inh	ASAP1 inh
COc1ccccc1CNc1ccc(Br)cn1	-7	0	-4	0	13	13	-1	7	0	-17
CC(C)c1ccc(OCC(=O)NCc2ccccc2)cc1	-1	1	-2	3	2	9	-2	78*	0	2
COCCN1C(=O)COc2ccccc2C1C(=O)NC(C)(C)C (stereo not given)	3	1	0	1	9	1	8	-5	-3	3
Oc1ccc(NC(=S)N=Nc2c(O)[nH]c3ccc(Br)cc23)cc1	5	5	8	8	29*	-4	-6	8	4	7
COc1cc(/C=C/C(=O)OCC(=O)Nc2cc(S(=O)(=O)N(C)C)ccc2Cl)ccc1O	-19	-11	3	-6	1	-10	0	-7	-4	-4
O=C(COC(=O)c1ccc(O)cc1)Nc1ccccc1-c1ccccc1	-6	1	-8	0	-8	-17	-8	3	2	-2
CC(C)C(NC(=O)c1ccc(F)cc1)C(=O)N1CCOCC1 (stereo not given)	-2	0	-1	7	-18	7	-2	-5	-1	0
CCOC(=O)C1CCCN(S(=O)(=O)c2ccc(Br)c(OC)c2)C1 (stereo not given)	-2	2	-1	7	-21	5	2	10	-2	8
COc1ccc(/C=C/C(=O)ONC2=NCCCCC2)cc1OC	-4	-2	-4	-3	0	0	9	-16	-7	5
O=C(NCc1ccccc1Cl)C1CCCN1C(=O)NCc1ccccc1 (stereo not given)	-5	-3	-2	4	4	4	-5	3	1	3
CCOC(=O)N1CCC(N2CCCC(C(=O)c3ccc4cc(OC)ccc4c3)C2)CC1 (stereo not given)	i	i	0	-1	8	-30	3	i	i	-1
COc1c(C)cccc1C(=O)Nc1ccc(N2CCN(S(C)(=O)=O)CC2)cc1	-4	-1	1	-3	-3	-3	-2	-7	-8	4
CC1CCCC(NC(=O)COC(=O)c2cc(S(=O)(=O)N3CCCCC3)ccc2N2CCOCC2)C1C (stereo not given)	2	-1	-11	0	-8	-11	-1	1	1	8
CC(=O)c1nn(-c2ccc(Cl)cc2)c(=O)[nH]c1=O	-4	0	-5	5	1	-2	-3	-1	-2	-4
c1ccc(C2CN3CCSC3=N2)cc1 (stereo not given)	4	-1	-6	4	-5	5	3	-3	-4	-10
Cc1cc(NC(=O)c2ccccc2F)cc(C)c1OCC(=O)N1CCOCC1	2	5	5	-1	-6	-7	1	4	1	-1
COc1ccc(Nc2nnc(Cc3ccc(Cl)cc3)c(=O)[nH]2)c(OC)c1	1	0	1	-4	-7	-6	-2	-8	-3	-1
CC(=O)NC1=NC(=O)/C(=C/c2cn(C(C)=O)nc2-c2ccccc2)S1	-9	-7	-8	1	2	-1	4	0	-3	-6
O=C1C2CCCN2C(=O)N1CCCCN1CCN(c2ccc(F)cc2)CC1 (stereo not given)	3	0	-3	0	9	-10	7	-2	-2	-3
CC(C)CNC(=O)NC(=O)COC(=O)c1cc([N+](=O)[O-])ccc1NCc1ccccc1Cl	6	-1	4	-1	-13	10	6	-1	-1	3
CC1=C(C(=O)N(C(C)C)C(C)C)CC(CC(=O)NCCc2ccccn2)C(=O)N1CCC1=CCCCC1 (stereo not given)	3	5	-1	-1	1	-4	2	0	0	-1
O=C1CCCN1CCC1CCN(C2CC(=O)N(c3ccc(F)cc3)C2=O)CC1 (stereo not given)	1	9	0	4	-4	7	0	2	1	5
CC(C)CC(c1nnnn1C1CCCC1)N1CCC(C(N)=O)CC1 (stereo not given)	-19	-16	4	4	1	-10	5	-12	-5	10
CCCC(=O)N(c1ccc(OCC)cc1)C1C=CS(=O)(=O)C1 (stereo not given)	-2	2	9	-5	-2	2	1	2	-7	-2
Cc1ccc(S(=O)(=O)N2CCOCC2)cc1C(=O)Nc1cc(Cl)ccc1N1CCOCC1	-7	-3	-6	13	2	8	-7	-7	-3	-4
O=c1cc(CO)oc(CN2CCN(c3ccccc3F)CC2)c1O	-2	1	3	-5	7	12	-5	-3	-4	3
O=C1COc2ccc(S(=O)(=O)N3CCCCC3)cc2N1	-3	5	-1	-1	-5	-4	7	8	-2	-9
